Bioassay records (PubChem)
Mac1 fbg enh: enhancers of CD11b/CD18 adhesion to fibrinogen, primary screen, K562 cells, luminescence; activation, % at 10 µM; AID 1499, 2009; actives 0.07% (n = 93,000); ATPlite luminescence;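 active = 10 µM primary screen giving 50% or more activity, confirmed by 40% or more on retest at that dose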; note: strong numbers were not always called active
HUVEC inhibit: inhibitors of HUVEC proliferation, primary screen, cell-based, 384-well; CellTiter-Glo luminescence, 72 h; active compounds read low; viability, % at 10 µM (by protocol); actives 1.1% (n = 86,000);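 active = viability at or below 30%; inactive = viability above 30%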;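 note: 100% = median luminescence of DMSO-only cell control wells on each plate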
Lung fibro prol: antiproliferative effect on LL 47 fibroblasts – human, LL 47 cells, CellTiter-Glo luminescence, primary screen; LL 47 human lung fibroblast viability, ATP luminescence; active compounds read low; viability, % at 10 µM; actives 1.1% (n = 85,000);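 active = viability at or below 50% in the single dose screen; inactive = viability above 50%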;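 note: compound exposure lasted 72 h before the ATP readout; 100% = median luminescence of untreated cell-only wells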
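test system = LL 47 human lung fibroblasts | amount = 1,150 fibroblasts seeded per well | medium = 15% FBS in IMEM | times = overnight cell rest, 72 h compound treatment at 37 °C | measured by = CellTiter-Glo luminescence measuring cellular ATP | read-out = viability percentage against median untreated-cell control | benchmarks = cell-only wells, no compound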
ERa SRC1 inh: ERα–SRC-1 coactivator interaction inhibitors, primary screen, biochemical, TR-FRET, ERα LBD, estradiol-bound; actives 1.7% (n = 86,000); inhibition, % at 25.6 µM; TR-FRET ER-alpha LBD / SRC-1 peptide; Estrogen receptor (Homo sapiens), P03372; AID 629, 2007; in the data active = inhibition above about 50%;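 note: 0% = receptor plus peptide control and 100% = peptide only without receptor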
Target sequence (P03372 whole entry, looked up, the tested form may be a part): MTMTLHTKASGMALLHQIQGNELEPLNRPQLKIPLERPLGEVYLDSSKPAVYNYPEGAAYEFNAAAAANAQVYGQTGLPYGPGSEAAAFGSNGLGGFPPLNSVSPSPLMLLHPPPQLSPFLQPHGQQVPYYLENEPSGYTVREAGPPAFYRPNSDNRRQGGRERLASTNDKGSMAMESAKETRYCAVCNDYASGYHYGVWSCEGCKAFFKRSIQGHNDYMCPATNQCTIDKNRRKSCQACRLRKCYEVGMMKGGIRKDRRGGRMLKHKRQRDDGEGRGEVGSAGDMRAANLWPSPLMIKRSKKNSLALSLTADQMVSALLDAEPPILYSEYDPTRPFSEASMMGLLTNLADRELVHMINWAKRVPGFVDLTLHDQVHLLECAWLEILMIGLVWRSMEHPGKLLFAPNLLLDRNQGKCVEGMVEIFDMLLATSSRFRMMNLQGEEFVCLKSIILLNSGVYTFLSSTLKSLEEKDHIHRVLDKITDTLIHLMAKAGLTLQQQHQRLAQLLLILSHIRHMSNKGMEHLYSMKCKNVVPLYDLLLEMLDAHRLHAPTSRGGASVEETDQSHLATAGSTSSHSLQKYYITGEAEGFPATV
CYP2C19 act: human CYP2C19 activators, primary screen, biochemical, luminescence; recombinant CYP2C19, luciferin-H EGE luminescence; active compounds read high; 0 = fully inhibited enzyme, 1 = untreated enzyme; activation factor at 5 µM; 96,000 tested, under 10 active;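 active = activation factor of at least 2 at 5 µM in the primary screen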;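 note: 0 = wells with 2.5 mM tranylcypromine and 1 = vehicle-only wells; values of inactives mirror those of a sister screen read the other way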
Target sequence (P33261 whole entry, looked up): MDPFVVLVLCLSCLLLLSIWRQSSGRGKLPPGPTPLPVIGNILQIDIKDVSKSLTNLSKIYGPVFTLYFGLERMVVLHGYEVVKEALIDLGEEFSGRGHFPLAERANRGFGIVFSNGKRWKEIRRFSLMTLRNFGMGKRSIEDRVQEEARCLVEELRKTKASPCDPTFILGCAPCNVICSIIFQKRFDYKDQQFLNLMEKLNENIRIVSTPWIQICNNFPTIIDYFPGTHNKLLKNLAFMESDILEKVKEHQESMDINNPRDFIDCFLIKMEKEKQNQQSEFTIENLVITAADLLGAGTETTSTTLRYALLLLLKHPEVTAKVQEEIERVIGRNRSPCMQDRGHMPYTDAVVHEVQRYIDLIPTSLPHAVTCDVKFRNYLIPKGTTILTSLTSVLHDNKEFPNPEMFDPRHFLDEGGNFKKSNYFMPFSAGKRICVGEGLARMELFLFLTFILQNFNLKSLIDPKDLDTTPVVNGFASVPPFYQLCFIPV
Mac1 fbg inh: inhibitors of CD11b/CD18 adhesion to fibrinogen, primary screen, K562 cells, luminescence | ATPlite luminescence; Mn2+ added to activate the integrin | AID 1497, 2009 | inhibition, % at 10 µM | actives 0.54% (n = 93,000);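 active = primary inhibition of 50% or more at 10 µM, then 40% or more on retest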; note: some results filed as inactive read as strong as hits
CYP2C19 inh: blockers of cytochrome P450 2C19 activity – biochemical, luminescence, ADME assay, primary screen | CYP2C19 Supersomes, luciferin-H EGE luminescence, 30 min | inhibition, % at 5 µM | actives 21% (n = 96,000) | AID 778, 2007;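 active = CYP2C19 inhibition above a set limit at 5 µM in the primary screen, cut at about 50% in these data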;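 note: plate controls were negative control wells for no effect and 2.5 mM tranylcypromine positive control for full effect; values of inactives mirror those of a sister screen read the other way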
ERa coact pot: enhancers of ERα–SRC-1 coactivator binding, primary screen, biochemical, TR-FRET, ERα LBD, low estradiol; Estrogen receptor (Homo sapiens), P03372; TR-FRET ERalpha-LBD/SRC-Cy5 coactivator binding, 2 h; 100 = basal binding, no effect; coactivator binding (% of control), % at 25.6 µM; actives 1.3% (n = 86,000); AID 639, 2007; in the data active = activity above about 200%;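 note: binding measured in presence of low estradiol as agonist stimulus; 0% = peptide alone without receptor and 100% = receptor with peptide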
H69AR inhibit: proliferation blockers of H69AR lung cancer cells, primary screen, cell-based, human, 86K library | actives 6% (n = 85,000) | H69AR lung tumor viability, ATP luminescence, 72 h; active compounds read low | viability, % at 10 µM;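 active = viability at or below 40%; inactive = viability above 40%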;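 note: multidrug resistant small cell line overexpressing MRP-1 efflux transporter; 100% = mean luminescence of untreated control wells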
* marks the source's active call; other numbers are inactive results; . = not tested or not shown; [ ] = another dose, or the depositor's remark.

Under each structure – Mac1 fbg enh, HUVEC inhibit, Lung fibro prol, ERa SRC1 inh, CYP2C19 act, Mac1 fbg inh, CYP2C19 inh, ERa coact pot, H69AR inhibit
COc1ccc(NC(=O)C2CCN(S(=O)(=O)c3cccnc3)CC2)cc1Cl
 : ., 90.7, 92.2, -4.2, ., ., ., 132.7, 86.3
CCn1c(COc2ccccc2C(N)=O)nc2ccccc21
 : ., 97.7, ., -2.0, ., ., ., 92.2, 94.7
Cc1cc(C)c2[nH]c(=O)c(C(c3nnnn3Cc3ccc4c(c3)OCO4)N3CCCC3)cc2c1 (stereo not drawn)
 : -3.4, 100.9, 100.7, 5.8, 0.3, 2.7, 68.4*, 164.4[fluorescence artefact?], 68.1
COc1ccc(OC)c(NC(=O)C2CC(=O)N(c3ccc(Br)cc3)C2)c1 (stereo not drawn)
 : -0.9, ., ., ., 0.1, -30.8, 86.5*, ., .
Cc1cc(C)n2nc(-c3sccc3-n3cccc3)cc2n1
 : -1.6, ., ., ., 0.8, 5.5, 21.0, ., .
Cc1cccc(C2Nc3ccccc3C(=O)N2c2ccccc2)n1 (stereo not drawn)
 : 2.9, 102.4, 104.8, -1.8, 0.3, -9.7, 70.8*, 111.3, 97.7
Cn1c(C(=O)N2CCN(c3cccc(C(F)(F)F)c3)CC2)cc2sccc21
 : 6.9, ., ., ., 0.5, 7.7, 46.0, ., .
O=C(c1cccs1)c1no[n+]([O-])c1C(=O)c1cccs1
 : -0.7, ., ., ., 0.6, -1.3, 43.3, ., .
COC(=O)c1ccc(CN(Cc2ccc(C(=O)OC)o2)C(C)(C)C)o1
 : ., 102.2, 92.3, -5.4, 0.6, ., 35.6, 117.5, 109.5
CCOc1ccccc1NC(=O)N1CCC(c2nc3ccccc3[nH]2)CC1
 : 13.1, 95.2, 102.8, 4.0[fluorescence artefact?], 0.4, -5.0, 63.4*, 115.5, 83.3
CCn1c(SCC(=O)OC2CCCCC2)nc2ccccc2c1=O
 : -0.8, 93.7, 97.6, 1.3, 0.1, 1.3, 86.6*, 98.1, 87.4
O=c1c2c(nc3n1CCCCC3)-c1ccccc1CC21CCCCC1
 : ., 102.8, 96.4, -6.3, ., ., ., 116.7, 71.4
Cc1ccc(S(=O)(=O)N2CCC(C(=O)Nc3ccc4c(c3)COC4=O)CC2)cc1
 : -3.0, 98.6, 99.1, -1.2, 1.1, -2.9, -9.3, 129.5, 93.2
Cc1ccc(S(=O)(=O)N(C)CC(=O)O/N=C(\N)c2ccccn2)cc1
 : -1.2, ., ., ., 1.1, -21.1, -6.8, ., .
CC(=O)N1CCCc2ccccc21
 : -2.9, 81.3, 90.1, 7.1, 0.9, -6.6, 9.6, 107.7[fluorescence artefact?], 101.8
CC(O)CNc1nc2ccccc2n1CC(=O)NCCc1ccc(Cl)cc1 (stereo not drawn)
 : -0.2, 89.7, 93.8, -6.2, 0.5, -22.5, 50.3*, 96.3, 98.6
Cc1[nH]nc2c1C(c1ccc3c(c1)OCO3)C(C#N)=C(N)O2 (stereo not drawn)
 : -0.6, 94.9, 103.8, 0.7, 0.4, 0.8, 59.8*, 113.0, 106.8
CNC(=O)c1ccccc1NC(=O)c1cccc(S(=O)(=O)N2CCC(C)CC2)c1
 : -4.9, 105.0, 91.0, -5.1, 0.1, -11.4, 89.5*, 113.1, 92.6
CC(C)(C)C(=O)Cn1c[n+](N)cn1
 : 1.3, 109.7, 102.6, 0.9, 1.1, -15.0, -14.1, 110.2, 92.2
Cc1cccc(C(=O)NCC2CCCO2)c1 (stereo not drawn)
 : ., 100.9, 114.1, -1.7, ., ., ., 99.0, 91.1
CSc1nc(-c2ccccc2)nc2c1COC(C)(C)C2
 : -3.8, 81.2, 90.3, 3.7[fluorescence artefact?], 1, -11.8, 0.9, 112.3, 81.4
O=C(Nc1nnc(-c2ccc3c(c2)CCCC3)o1)c1ccccc1Cl
 : 0.1, 22.6*, 71.6, 5.2, 1, 17.8, -2.5, 89.2[fluorescence artefact?], 23.2*
C=CCN1C(=O)C2C(C(=O)NCc3ccccc3)C3C=CC2(O3)C1C(=O)NC(C)(C)C (stereo not drawn)
 : 8.1, 90.8, 88.8, 2.0, 1.2, -5.5, -19.9, 151.0[fluorescence artefact?], 75.3
CCn1cc(S(=O)(=O)CC(=O)Nc2ccc(OC)cc2)c2ccccc21
 : -0.5, 100.7, 97.8, -2.1, 0.4, -0.3, 56.1*, 130.8, 99.6
CS(=O)(=O)N1CCCC(C(=O)NCc2ccccc2Cl)C1 (stereo not drawn)
 : 5.7, 56.3, 95.6, -0.3, 0.8, -39.4, 19.4, 111.5, 93.7
COC(=O)c1ccccc1NC(=O)c1ccc(COc2ccccc2)o1
 : 10.6, 85.6, 95.6, 2.4, 0.8, 1.0, 20.8, 109.0, 75.3
O=C(c1cccs1)N1CCCC(c2nc(-c3ccc(F)cc3)no2)C1 (stereo not drawn)
 : -2.5, 104.9, 105.1, 5.2[fluorescence artefact?], 0.4, -2.8, 64.0*, 105.4, 88.8
CCOC(=O)C1CCCCN1C(=O)CCc1c(C)nc2ncnn2c1C (stereo not drawn)
 : ., 100.6, 92.6, -2.0, 0.9, ., 14.9, 120.7, 91.3
COc1ccc(-c2cc(C(F)(F)F)nc(N3CCN(c4ccc(F)cc4)CC3)n2)cc1OC
 : -0.5, 68.1, 93.5, 6.0[fluorescence artefact?], 0.9, -15.8, 11.1, 106.9, 17.2*
OC(CN1C2=NCCN2c2ccccc21)c1ccc(Br)cc1 (stereo not drawn)
 : 1.5, 91.2, 89.1, -7.8, 0.6, -4.0, 37.8, 114.5, .
Cc1cccc(NC(=O)CSc2nc(C)nc3c2c(=O)n(C)c(=O)n3C)c1
 : -3.1, 79.5, 90.7, 11.7[fluorescence artefact?], 0.9, -10.7, 6.0, 110.6[fluorescence artefact?], 52.6
CC(C)C(C)(C#N)NC(=O)CSc1nnc(-c2ccccc2)o1 (stereo not drawn)
 : -0.2, 100.9, 102.6, -5.9, 0.3, -0.2, 67.8*, 102.3, 90.7
c1cncc(-c2nc(N3CCOCC3)c3ccccc3n2)c1
 : 11.5, 59.4, 69.4, -8.7, 0.7, 2.1, 33.2, 99.3, 59.6
CC(C)(C)NC(=O)CN(C(=O)CNC(=O)c1cccs1)c1ccc2c(c1)OCCO2
 : 0.5, ., ., ., 0.9, -2.1, 14.4, ., .
CN(C)c1nn(C(=O)Nc2ccc(Cl)cc2Cl)cc1-c1ccccc1
 : 2.6, ., ., ., 1, 7.7, -4.8, ., .
CCn1c(SCC(=O)N2CCc3ccccc32)nnc1-c1ccncc1
 : -0.1, 87.2, 100.7, -1.8, 0.4, -19.8, 62.8*, 102.5, 80.6
Cc1cc(Oc2ccc(=O)n(C)n2)nc(Oc2ccc(=O)n(C)n2)n1
 : 0.3, 85.3, 97.9, 0.8, 1, 2.3, -2.9, 89.7, 106.0
CC(C)c1nnc(SCC(=O)N2CCc3ccccc32)n1C
 : ., 91.9, 100.7, -3.5, ., ., ., 102.4, 82.0
Cc1ccccc1OCCC(=O)Nc1c(C)n(C)n(-c2ccccc2)c1=O
 : ., 102.2, 88.8, 3.2, ., ., ., 103.2, 91.0
Cc1nn2c(-c3ccc(Cl)cc3Cl)nnc2s1
 : -4.5, 84.2, 100.1, -0.1, 0.5, 8.2, 51.7*, 114.3, 95.6
COc1ccc(/C=C2\CN(Cc3ccccc3)C/C(=C\c3ccc(OC)cc3OC)C2=O)c(OC)c1
 : -3.7, ., ., ., 0.8, 5.8, 20.0, ., .
O=c1[nH]c2c(s1)C(c1ccco1)C1C3CCC(C3)C1S2 (stereo not drawn)
 : 4.3, 105.6, 107.6, 5.5, 0.2, -13.8, 82.7*, 64.4, 80.0
COCCN(C(=O)c1cccc(OC)c1)c1nnc(-c2ccncc2)s1
 : -3.0, 105.6, 97.8, -2.7[fluorescence artefact?], 0, -10.6, 99.9*, 104.8, 85.3
CCNc1nc(OC)nc(Oc2ccc(C(=O)OC)cc2)n1
 : -5.2, 107.9, 99.6, -0.8, 1, 4.0, -1.0, 97.3, 105.1
N#Cc1cn(CC(=O)N2CCCc3ccccc32)c2ccccc12
 : ., 88.7, 90.7, -4.1, ., ., ., 100.1, 53.0
CSc1nc(N)nc(SCCS(=O)(=O)c2ccc(Cl)cc2)c1C#N
 : ., 71.9, 87.7, -5.1[fluorescence artefact?], ., ., ., 139.5, 2.5*
COc1cccc(-c2cc(C(F)(F)F)nc(-n3cc(Cl)cn3)n2)c1
 : 1.9, 95.3, 90.7, -5.3, 0.8, -19.2, 15.4, 105.9, 88.1
O=C(c1ccc(Cl)cc1)N1CCCCC(Sc2nnc(-c3ccc4c(c3)OCO4)o2)C1=O (stereo not drawn)
 : ., 88.2, ., 3.2, ., ., ., 189.6, 92.3
O=C(N/N=C/c1cccnc1)c1cc2c(ccc3ccccc32)o1
 : 27.1, ., ., ., 1.1, 25.6, -6.3, ., .
CCOC(=O)Cc1cc(=O)c2c(=O)n(-c3ccccc3)[nH]c2[nH]1
 : 2.8, 104.7, 102.4, -2.9[fluorescence artefact?], 0.9, -10.8, 5.1, 113.4, 104.2
COc1ccc(/C=C/C(=O)c2nc3ccccc3n2CC(=O)c2ccc(OC)cc2)cc1
 : -0.3, ., ., ., 0.6, 23.9, 38.8, ., .
CCCCc1noc2c1/C(=N\O)CC(c1ccccc1)C2 (stereo not drawn)
 : -0.3, 105.0, 93.5, -7.6, 0.5, -35.6, 47.9, 92.1, 83.6
Cc1sc(NC(=O)CN2CCOCC2)nc1-c1ccc2c(c1)CCN2S(=O)(=O)c1ccccc1
 : 4.2, 86.6, 85.2, -0.8, 0.9, 90.1, 7.4, 107.7, 77.1
O=C(O)C1CCCN1S(=O)(=O)c1cccs1 (stereo not drawn)
 : 0.0, ., ., ., 0.7, -30.3, 31.9, ., .
Cc1ccc(NC(=O)c2cccc(OCc3c(C)noc3C)c2)c(C)c1
 : 0.4, 96.5, 96.0, -0.7, 0.2, 0.4, 81.1*, 113.5, 51.9
N#Cc1nc(Cc2cccc3ccccc23)oc1NCCCN1CCOCC1
 : -1.4, 98.8, 101.2, -5.0, 0.7, -15.4, 26.1, 135.1[fluorescence artefact?], 81.0
COc1cccc(CN(C)C(=O)c2ccc3nccnc3c2)c1
 : 15.2, 89.0, 98.8, 33.5[fluorescence artefact?], 0.2, -25.7, 78.2*, 50.5, 91.1
Clc1cccc(-c2nn3c(-c4ccncc4)nnc3s2)c1
 : -1.5, 103.1, 103.4, 3.3, 0.5, -17.2, 54.8*, 91.6[fluorescence artefact?], 92.3
Cc1ccc(S(=O)(=O)CC(c2ccccc2)N2CCOCC2)cc1 (stereo not drawn)
 : 0.9, 94.0, 100.5, -12.0, 0.4, 4.8, 56.8*, 120.6, 103.8

An excerpt of these results, as tab-separated lines:
SMILES	Mac1 fbg enh	HUVEC inhibit	Lung fibro prol	ERa SRC1 inh	CYP2C19 act	Mac1 fbg inh	CYP2C19 inh	ERa coact pot	H69AR inhibit
COc1ccc(/C=C2\CN(Cc3ccccc3)C/C(=C\c3ccc(OC)cc3OC)C2=O)c(OC)c1	-3.7	.	.	.	0.8	5.8	20.0	.	.
O=c1[nH]c2c(s1)C(c1ccco1)C1C3CCC(C3)C1S2 (stereo not drawn)	4.3	105.6	107.6	5.5	0.2	-13.8	82.7*	64.4	80.0
COCCN(C(=O)c1cccc(OC)c1)c1nnc(-c2ccncc2)s1	-3.0	105.6	97.8	-2.7[fluorescence artefact?]	0	-10.6	99.9*	104.8	85.3
